Source: PubChem BioAssay
TRb SRC2 PPI – qHTS for Inhibitors of the Interaction of Thyroid Hormone Receptor and Steroid Receptor Coregulator 2 | actives 0.065% (n = 280,000) | Potency, µM (series often up to 106 µM), for inactives: at the top dose activity change, negative = inhibition, usual class: inhibitors | Thyroid hormone receptor beta (Homo sapiens), P10828 | TRbeta-SRC2 peptide binding, fluorescence polarization; receptor liganded with 1 µM T3;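 also: plate controls were bound peptide for no effect and peptide without receptor for full effect; nearly all actives have a fitted effect of over 50% in size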
Target sequence (P10828 whole entry, looked up): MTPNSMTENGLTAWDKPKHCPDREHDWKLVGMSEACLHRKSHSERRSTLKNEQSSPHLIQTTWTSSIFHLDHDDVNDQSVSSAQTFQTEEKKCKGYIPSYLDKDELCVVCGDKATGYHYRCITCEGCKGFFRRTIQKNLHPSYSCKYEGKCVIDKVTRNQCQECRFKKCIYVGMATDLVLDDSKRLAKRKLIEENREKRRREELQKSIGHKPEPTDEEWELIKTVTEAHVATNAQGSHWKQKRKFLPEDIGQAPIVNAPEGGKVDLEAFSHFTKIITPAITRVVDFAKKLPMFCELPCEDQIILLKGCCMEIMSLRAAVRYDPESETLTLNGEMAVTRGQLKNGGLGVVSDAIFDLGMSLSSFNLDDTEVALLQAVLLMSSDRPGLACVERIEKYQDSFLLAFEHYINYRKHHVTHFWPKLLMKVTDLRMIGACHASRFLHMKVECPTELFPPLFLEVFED
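Human TRb ligand-binding domain (0.6 uM) is mixed with 20 nM Texas Red SRC2 peptide and 1 uM T3; after compound addition and 5 hr at ambient temperature, polarization is measured and normalized to unbound and bound controls.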
GAA glycogen – qHTS Assay for Inhibitors and Activators of Human alpha-Glucosidase Cleavage of Glycogen; recombinant GAA, glycogen substrate, Amplex Red glucose oxidase fluorescence; Potency, µM (doses to about 76.4 µM), for the others: at the top dose activity change, negative = inhibition, most hits filed as inhibitors; actives 0.38% (n = 300,000);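 also: 0% = full enzyme reaction and -100% = no-enzyme basal signal; the screen sought inhibitors and activators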
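qHTS, 1536-well; enzyme 4 nM final; cpd up to 77 uM; substrate bovine liver glycogen 30 ug; 50 mM citrate/phosphate pH 5.0, 0.01% Tween-20; 37 C, 40 min; Amplex Red detection 45 min RT; Hill fit → AC50.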
TR SRC2 fluor cs – Total Fluorescence Counterscreen for Inhibitors of the Interaction of Thyroid Hormone Receptor and Steroid Receptor Coregulator 2. TRb/SRC2 Texas Red total fluorescence interference. Potency, µM (doses to about 106 µM), inactives show at the top dose fluorescence change, negative = quenching. actives 0.29% (n = 280,000); active = well fitted curve in either direction with a large enough effect; inconclusive = small, poorly fitted or top-dose-only effect
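Human TRb ligand-binding domain at 0.6 uM with 20 nM Texas Red SRC2 peptide in Tris buffer containing 1 uM T3 and 5% DMSO, incubated with compound 5 h at ambient temperature. Total fluorescence (555/632 nm) calculated as parallel + 2 × perpendicular.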
Active calls of the source: *; ? = inconclusive; [ ] = remark or other dose. Unless noted, calls follow the shape of the dose curve; as a rule, active = well fitted curve in the direction sought with a large enough effect; inconclusive = small, poorly fitted or top-dose-only effect, or another doubt; inactive = no such curve, though single readings can be large; an effect the other way counts as inactive or inconclusive. Unless noted, % is scaled to controls: 0 for no effect and ±100 for the full control effect; potency is read from the fitted curve at half-maximal effect. The list is partial; the hit share may differ from the screen's.

structure,TR SRC2 fluor cs,GAA glycogen,TRb SRC2 PPI
Cc1cc(C)cc(NC(=O)CSc2nc3c(cnn3-c3ccc(F)cc3)c(=O)[nH]2)c1,-2%,10%[76.3 µM],-3%
CCn1c(=O)c(C(=O)Nc2ccc(C(C)=O)cc2)nc2ccccc21,-2%,5%[76.3 µM],-2%
Cc1ccccc1Cn1c(C(=O)O)c(CNCc2cccc(F)c2)c2ccccc21,-10%,12%[76.3 µM],1%
CC(=O)N1CCCC1c1nc2ccccc2n1Cc1ccccc1 (centres undefined),0%,7%[76.3 µM],9%
CC1CN(C(=O)N2CCC(C(=O)N3CCN(c4ccccc4)CC3)CC2)c2cc(Cl)ccc2O1 (centres undefined),-5%,?,0%
CC(C)(C)C1CCc2c(sc(NC(=O)c3ccccc3F)c2C(=O)N2CCCCC2)C1 (centres undefined),1%,0%[76.3 µM],-2%
CCCN1CCN(CCCNC(=O)Cn2c(-c3cccs3)cc3cc(Cl)ccc32)CC1,-4%,-10%[76.3 µM],-2%
COc1ccc(CCNC(=O)c2ccc(Cn3c(SCc4ccccc4)nc4cccnc43)cc2)cc1,-5%,0%[76.3 µM],10%
CC(C)c1ccc(CNc2nc(-c3ccco3)nn2S(=O)(=O)c2ccc(F)cc2)cc1,5%,2%[76.3 µM],2%
Cc1nn2c(=O)cc(COc3ccc(/C=C(\C#N)C(=O)Nc4ccccc4C)cc3)nc2s1,-1%,-10%[76.3 µM],-1%
CCCSc1ncc(Cl)c(C(=O)Nc2sc(C(C)=O)c(C)c2C(=O)OCC)n1,5%,-15%[76.3 µM],5%
COc1cc(OC)c(NC(=O)CCCn2nc(C)c3sc4ccccc4c3c2=O)cc1Cl,-3%,8%[76.3 µM],6%
Cc1cc(C)cc(Nc2nc3ccccc3n3cnnc23)c1,-3%,17%[76.3 µM],1%
O=C(C1CCN(S(=O)(=O)Cc2ccccc2)CC1)N1CCN(c2ccc(F)cc2)CC1,-2%,11%[76.3 µM],0%
Cc1ccc(N(C)S(=O)(=O)c2c(-c3ccccc3)csc2C(=O)O)cc1,4%,0%[76.3 µM],0%
O=C(c1ccc(Cl)cc1)N1CCC(c2nc3ccccc3o2)CC1,-14%,6%[76.3 µM],3%
Cc1ccc(NC(=O)Cn2c(=O)n(CCC(=O)NCc3ccccc3Cl)c(=O)c3ccccc32)cc1,2%,0%[76.3 µM],6%
O=C1COc2ccc(-c3cc(-c4ccc(Cl)cc4)c4c(n3)-c3ccccc3OC4)cc2N1,10µM*[quencher],-6%[76.3 µM],-7%
COc1ccc(-c2cn3c(n2)sc2cc(C(=O)NCCCc4ccccc4)ccc23)cc1,2%,-8%[76.3 µM],-4%
CCCN1C(C(=O)c2ccccc2)=C(OC(=O)C(C)(C)C)c2ccccc2S1(=O)=O,8%,-9%[76.3 µM],-5%
COc1cccc(NC(=O)c2oc3ccccc3c2NC(=O)COc2ccccc2C)c1,-1%,-13%[76.3 µM],3%
Fc1ccc(F)c(Nc2c3c(nc4ccc(Cl)cc24)CCC3)c1,-3%,-9%[76.3 µM],9%
Cc1ccc2c(=O)cc(C(=O)Nc3ccc(S(=O)(=O)N4CCCCC4)cc3)oc2c1C,13%,-4%[76.3 µM],5%
COc1ccc(OC)c(NC(=O)c2cc3c(n(-c4ccc(Cl)cc4)c2=O)CC(C)(C)CC3=O)c1,-2%,12%[76.3 µM],7%
CCn1c2ccccc2c2cc(CN3CCN(Cc4ccc(Cl)cc4)CC3)ccc21,-12%,7%[76.3 µM],1%

More structures follow.
structure,TR SRC2 fluor cs,GAA glycogen,TRb SRC2 PPI
COc1cc(C(=O)Nc2nonc2-c2ccc(C)c(C)c2)cc(OC)c1OC,0%,14%[76.3 µM],0%
COC(=O)c1cc2sc(Cl)cc2n1CC(=O)Nc1cc(C)cc(C)c1,-18%,11%[76.3 µM],-5%
COc1ccc(Cl)cc1NC(=O)Cn1nc(C(F)(F)F)c2c1CCCC2,4%,-21%[76.3 µM],4%
COc1ccc(NC(=O)c2ccco2)cc1NC(=O)COc1ccccc1Cl,4%,-2%[76.3 µM],-1%
O=C(Nc1nc2n(n1)C(c1ccccc1)C=C(c1ccccc1)N2)c1ccccc1 (centres undefined),-2%,-19%[76.3 µM],-5%
O=C(c1ccco1)n1nc(-c2ccc(Cl)cc2)nc1NCc1ccc(F)cc1,-3%,2%[76.3 µM],1%
CCc1ccc(S(=O)(=O)c2nnn3c2nc(Nc2cc(OC)cc(OC)c2)c2cc(Cl)ccc23)cc1,-4%,2%[76.3 µM],-1%
Cc1ccc(C)c(N2CCN(S(=O)(=O)c3ccc4[nH]c5c(c4c3)CCCC5)CC2)c1,2%,7%[76.3 µM],5%
Cc1ccc(N2CC(c3nnc(NC(=O)c4ccco4)s3)CC2=O)cc1C (centres undefined),-20%,10%[76.3 µM],1%
CCn1cc(S(=O)(=O)c2cc(C)cc(C)c2)c(=O)c2cc(F)c(N3CCCCC3)cc21,?,8%[76.3 µM],-1%
CCCCN1C(C(=O)c2ccccc2)=C(OC(=O)CC)c2ccccc2S1(=O)=O,-1%,14%[76.3 µM],-12%
Cc1cccc(NC(=O)C(Cc2ccccc2)n2cccc2)c1C (centres undefined),3%,15%[76.3 µM],-3%
COc1ccc(-n2nc(C(=O)Nc3cc(C)c(Cl)cc3OC)c3c4ccccc4n(C)c3c2=O)cc1,-1%,-3%[76.3 µM],1%
CCOC(=O)c1ccc(Nc2cc(-c3ccccc3)nc(C)n2)cc1,-41%,8%[76.3 µM],5%
O=C(NC1(C(F)(F)F)NC(=O)N(CCc2ccccc2)C1=O)c1ccc(Cl)cc1 (centres undefined),-19%,6%[76.3 µM],12%
COc1cccc(C(=O)N2CCc3cc(OC)c(OC)cc3C2COc2ccc3c(C)cc(=O)oc3c2)c1 (centres undefined),-1%,-7%[76.3 µM],-3%
CCCOc1ccc(N2CC(C(=O)Nc3cccc(Cl)c3Cl)CC2=O)cc1 (centres undefined),-1%,2%[76.3 µM],-11%
Cc1ccccc1CSc1ncc(Cl)c(C(=O)Nc2nc3ccc(F)cc3s2)n1,1%,15%[76.3 µM],-14%
COc1cc2nc(SCc3cccc(Cl)c3)n3nc(CCn4nc(C)cc4C)nc3c2cc1OC,0%,-21%[76.3 µM],2%
COc1ccccc1NC(=O)Cn1c(=O)n(Cc2ccco2)c(=O)c2oc3ccccc3c21,-3%,18%[76.3 µM],3%
Cc1ccc(NC(=O)CN2C(=O)C(c3ccc(C(C)(C)C)cc3)=NC2(C)C)cc1,-2%,12%[76.3 µM],7%
O=C(COc1ccc(Cl)cc1)Nc1ccc(-c2nc3ccccc3s2)c(O)c1,-10%,-10%[76.3 µM],-8%
CN(Cc1ccccc1)C(=O)C1CCN(S(=O)(=O)c2ccc3c(c2)oc(=O)n3C)CC1,0%,-13%[76.3 µM],-2%
COc1ccc(C2C=C(c3ccc(Cl)c(Cl)c3)Nc3ncnn32)cc1 (centres undefined),-3%,-26%[76.3 µM],6%
CC(=O)N1CCCC1c1nc2ccccc2n1Cc1ccccc1F (centres undefined),-2%,10%[76.3 µM],0%

Reprinted from the part before: 2 compounds, followed by the next part.
structure,TR SRC2 fluor cs,GAA glycogen,TRb SRC2 PPI
COc1ccc(C2C=C(c3ccc(Cl)c(Cl)c3)Nc3ncnn32)cc1 (centres undefined),-3%,-26%[76.3 µM],6%
CC(=O)N1CCCC1c1nc2ccccc2n1Cc1ccccc1F (centres undefined),-2%,10%[76.3 µM],0%
CCOC(=O)c1ccccc1NC(=O)Cn1ncc2c([nH]c3ccccc32)c1=O,8%,5%[76.3 µM],8%
CCOc1ccc(-c2nc3c(c(SCC(=O)Nc4ccccc4C)n2)Cc2ccccc2O3)cc1,-2%,-8%[76.3 µM],-5%
COc1ccc(CCNC(=O)CCn2c(=O)c3ccccc3n(CC(=O)Nc3cc(Cl)ccc3C)c2=O)cc1OC,7%,8%[76.3 µM],4%
Cc1ccc(S(=O)(=O)c2nc(-c3ccccc3F)oc2N2CCCCC2)cc1,-1%,-5%[76.3 µM],-4%
CCc1ccc(NC(=O)c2cc3sc(Cl)cc3n2C)cc1,-7%,-3%[76.3 µM],-2%
CCCC12CN3CC(C)(CN(C1)C3c1ccccc1Cl)C2=O (centres undefined),-74%[1.83 µM],-5%[76.3 µM],-22%[1.83 µM]
O=C1C(Nc2ccccc2)=CC(c2ccc(Br)cc2)N1c1ccccc1 (centres undefined),0%,-7%[76.3 µM],0%
Cc1ccc(OCC(=O)Nc2ccc(Cl)c(-c3nc4ccccc4[nH]3)c2)cc1C,11%,?,12%
COc1cccc(NC(=O)CC2C(=O)OCCN2Cc2ccccc2)c1 (centres undefined),6%,-6%[76.3 µM],3%
O=C(O)CCCn1cc(NC(=O)COc2ccccc2F)cn1,-2%,1%,5%
CCc1ccc(NC(=O)Cn2cnc3sc(C)c(S(=O)(=O)N4CCN(c5ccccc5OC)CC4)c3c2=O)cc1,-1%,-13%[76.3 µM],3%
CCc1ccc(OCC(=O)Nc2ccc(S(=O)(=O)Nc3onc(C)c3C)cc2)cc1,?,-9%[76.3 µM],-8%
CCOC(=O)c1cc(-c2ccc(C)cc2)n(CC(=O)Nc2ccccc2F)c1C,1%,17%[76.3 µM],-9%
CCOC(=O)COc1ccc(C)cc1C(=O)c1ccn2nc(-c3ccc(F)cc3)cc2n1,0%,-6%[76.3 µM],1%
Cc1ccc(NC(=O)CC2Oc3ccccc3NC2=O)cc1C (centres undefined),5%,-6%[76.3 µM],-12%
Cc1cccc(OCc2cc(=O)n3c(-c4ccccc4)csc3n2)c1C,-1%,8%[76.3 µM],-1%
COc1cc(NC(=O)Cn2cc(S(=O)(=O)N3CCC(C)CC3)c3ccccc3c2=O)cc(OC)c1OC,-1%,4%[76.3 µM],3%
COc1ccc(-c2nc3cc(NC(=O)Cc4ccc(Cl)cc4)ccc3o2)cc1OC,?,14%[76.3 µM],-3%
Cc1ccc2nc(Cl)c3cc(C(=O)NCCCN4CCC(C)CC4)sc3c2c1,0%,-25%[76.3 µM],7%
CCOc1ccc(CCNC(=O)c2cc3c(=O)n(CC)c4ccccc4c3s2)cc1OCC,-17%,24%[76.3 µM],4%
Cn1nc(-c2ccc(OCC(=O)Nc3cccc(C(F)(F)F)c3)cc2)c2ccccc2c1=O,-7%,-1%[76.3 µM],-1%
Cc1ccccc1CNC(=O)c1nn(-c2ccccc2F)nc1CO,-1%,18%[76.3 µM],2%
Cc1ccccc1NC(=O)COc1ccc2oc3c(c2c1)CCCC3,-3%,7%[76.3 µM],13%
CCOc1ccc(C(=O)Nc2c(C)nc(Nc3ccccc3)nc2Nc2ccccc2)cc1OCC,1%,8%[76.3 µM],-8%
COc1cc(NC(=O)c2cc(-c3ccc(Cl)c(Cl)c3)on2)cc(OC)c1OC,9%,-6%[76.3 µM],-4%
Cc1ccc(C(=O)NCCn2c(C)cc3ccccc32)cc1C,-2%,-10%[76.3 µM],-3%
Cc1nnc2c3ccccc3nc(Nc3ccccc3C(=O)O)n12,-1%,2%[76.3 µM],-9%
CC(=O)c1c(C)oc2ccc(N(C(=O)Oc3ccccc3)S(=O)(=O)c3ccc(Br)cc3)cc12,-2%,-11%[76.3 µM],2%

Full records, looked up by structure.
CC(=O)c1c(C)oc2ccc(N(C(=O)Oc3ccccc3)S(=O)(=O)c3ccc(Br)cc3)cc12 is listed with TR SRC2 fluor cs: -2%; GAA glycogen: -11%[76.3 µM]; TRb SRC2 PPI: 2%
CCOC(=O)c1cc(-c2ccc(C)cc2)n(CC(=O)Nc2ccccc2F)c1C is listed with TR SRC2 fluor cs: 1%; GAA glycogen: 17%[76.3 µM]; TRb SRC2 PPI: -9%
